# PP5 inh: PP5 phosphatase inhibitors, primary screen, biochemical, fluorescence | inhibition, % at 6.7 µM | actives 0.18% (n = 320,000) | purified PP5c, OMFP substrate fluorescence | Serine/threonine-protein phosphatase 5 (Homo sapiens), P53041;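 active = inhibition above the campaign's mean inhibition across all tested compounds plus 3 SD, cut at about 9.5% in these data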;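 also: 0% = DMSO only and 100% = 100 µM cantharidin control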
# GASC-1 inh: inhibitors of GASC-1 histone demethylase, primary screen, biochemical, fluorescence, DELFIA europium | AID 2099, 2009 | Lysine-specific demethylase 4C (Homo sapiens), Q9H3R0 | inhibition, % at 2.35 µM | actives 0.069% (n = 330,000) | GST-JMJD2C(1-420) H3K9me3 demethylation;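 active = more than half of a compound's replicate wells show inhibition beyond 50%, single wells judged on their own value; inconclusive = some, but no more than half, of replicates pass 50% inhibition; inactive = no replicate passes 50% inhibition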;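 also: signal counts dimethyl H3K9 product captured on neutravidin plate; 0% = median of DMSO wells and 100% = 0.3 times that DMSO median; strong numbers were not always called active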
# Target sequence (Q9H3R0 1-420 limits assumed): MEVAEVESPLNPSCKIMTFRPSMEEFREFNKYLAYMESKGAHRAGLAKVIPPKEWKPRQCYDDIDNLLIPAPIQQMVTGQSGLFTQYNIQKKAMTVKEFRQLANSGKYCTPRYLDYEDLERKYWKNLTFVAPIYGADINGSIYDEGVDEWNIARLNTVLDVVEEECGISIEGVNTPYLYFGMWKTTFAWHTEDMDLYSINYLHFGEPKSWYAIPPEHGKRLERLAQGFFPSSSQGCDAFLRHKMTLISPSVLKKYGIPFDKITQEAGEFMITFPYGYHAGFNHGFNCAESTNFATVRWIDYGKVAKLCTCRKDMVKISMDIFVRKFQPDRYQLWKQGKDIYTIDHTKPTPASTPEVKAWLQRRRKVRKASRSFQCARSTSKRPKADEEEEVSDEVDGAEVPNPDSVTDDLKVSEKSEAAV
# PP1 inh: PP1-alpha phosphatase inhibitors, primary screen, counter-screen for PP5 inhibitor project, biochemical, fluorescence, OMFP substrate, single point; purified PP1alpha; inhibition, % at 6.7 µM; actives 0.9% (n = 320,000);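 active = inhibition above the mean inhibition of all tested compounds plus 3 SD, computed separately for each screening campaign, cut at about 15% in these data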
# Target sequence (P62136 whole entry, looked up): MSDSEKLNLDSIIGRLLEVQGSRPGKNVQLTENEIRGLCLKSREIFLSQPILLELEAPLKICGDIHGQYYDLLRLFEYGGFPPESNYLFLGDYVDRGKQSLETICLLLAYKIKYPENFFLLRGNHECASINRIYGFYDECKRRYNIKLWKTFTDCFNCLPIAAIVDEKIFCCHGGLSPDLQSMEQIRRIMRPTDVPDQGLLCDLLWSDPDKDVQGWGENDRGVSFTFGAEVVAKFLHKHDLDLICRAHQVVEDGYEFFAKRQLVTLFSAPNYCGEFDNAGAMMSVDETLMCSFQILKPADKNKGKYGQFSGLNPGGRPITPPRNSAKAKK
# procasp3 activ: activators of human procaspase-3 D3A mutant, primary screen, biochemical, absorbance, PC-3 D3A mutant, single concentration. recombinant procaspase-3 D3A, Ac-DEVD-pNA absorbance 405 nm. activation, % at 8.5 µM. actives 0.11% (n = 330,000);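 active = activation above the mean of all tested compounds plus 3 SD, cut at about 21% in these data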;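 also: 0% = DMSO alone and 100% = DMSO wells spiked with extra 5 µM PC-3 D3A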
# Target sequence (P42574 whole entry D9A/D28A/D175A): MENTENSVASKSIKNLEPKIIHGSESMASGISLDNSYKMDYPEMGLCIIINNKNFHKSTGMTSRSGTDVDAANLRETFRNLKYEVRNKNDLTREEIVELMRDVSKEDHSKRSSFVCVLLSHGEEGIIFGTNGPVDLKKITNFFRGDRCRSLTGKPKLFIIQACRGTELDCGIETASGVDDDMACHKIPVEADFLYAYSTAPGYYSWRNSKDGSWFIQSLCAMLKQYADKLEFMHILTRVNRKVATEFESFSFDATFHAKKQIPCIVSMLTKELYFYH
#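 Assay system – Procaspase-3 D3A mutant, all three cleavage aspartates alanine · Controls – DMSO-only low control, 5 µM PC-3 D3A high control · Schedule – 1 h compound preincubation, 2 h substrate hydrolysis at 25 °C · Signal – 405 nm absorbance of p-nitroaniline, reads at 0 and 120 min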
# Fh CTSL1 inh: Fasciola hepatica cathepsin L1 inhibitors, primary screen, counter-screen for PFM18AAP inhibitor project, biochemical, QFRET, fluorogenic peptide substrate. recombinant F. hepatica cathepsin L1, Z-Leu-Arg-MCA fluorescence. inhibition, % at 5.96 µM. actives 0.49% (n = 300,000);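 active = inhibition above the mean of all tested compounds plus 3 SD, set per screening campaign, cut at about 17% in these data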;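 also: 0% = plate median of test compound wells and 100% = 1 µM Z-Phe-Ala-diazomethylketone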
# VLA-4 inh: inhibition in human VLA-4 binding assay, primary screen, VLA-4 allosteric modulator project, MLPCN library, flow cytometry, VLA-4 expressing cells; Integrin alpha-4 (Homo sapiens), P13612; ligand binding flow cytometry; inhibition, % (about 7 µM as worked out from the volumes in the protocol); actives 0.2% (n = 330,000); in the data active = inhibition above about 50%
# procasp7 counter: procaspase-7 activators, primary screen, counter-screen for procaspase-3 activator project, biochemical, absorbance, HTS, human; Caspase-7 (Homo sapiens), P55210; recombinant procaspase-7, Ac-DEVD-pNA absorbance 405 nm; D23A/D198A/D206A triple mutant, cannot self-cleave; scale: DMSO 0, 5 µM enzyme 100; activation, % at 8.5 µM; actives 0.093% (n = 330,000); AID 463210, 2010;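 active = percent activation above the screen-wide mean plus 3 SD, cut at about 25% in these data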
#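 Replicates: singlicate. Assay system: Procaspase-7 triple mutant (PC-7 D3A). Signal: 405 nm absorbance of p-nitroaniline. Times: 1 h preincubation, 2 h reaction. Buffer or medium: Zinc-free HEPES pH 7.4 with 300 mM NaCl, 0.01% Triton X-100. Also added: DEVD-pNA substrate. Benchmarks: DMSO wells as 0%, DMSO with 5 µM added PC-7 as 100%.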
# HCV core dimer: inhibitors of HCV core protein dimerization, primary screen, biochemical, TR-FRET, high-throughput; TR-FRET GST/Flag-core106 dimerization, 1536-well; inhibition, % at 5 µM; actives 0.33% (n = 300,000); AID 1899, 2009;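 active = inhibition above the mean of all tested compounds plus 3 SD, set per screening campaign, cut at about 45% in these data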
#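 Test system: GST/Flag-tagged HCV core106 proteins; Medium: KF-containing HEPES buffer, pH 7.45, DTT, CHAPS, BSA; Times: compound-protein-antibody incubation 4 h at 22.5 °C; Detection: TR-FRET 671 and 617 nm emission; Benchmarks: wells lacking GST-core106 and wells with excess unlabelled core106.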
# GRK2 inh: compounds blocking aptamer binding on GRK2 – biochemical, human GRK2, bead flow cytometry, HTS, primary screen; Beta-adrenergic receptor kinase 1 (Homo sapiens), P25098; FAM-aptamer displacement from GRK2; inhibition of aptamer binding, % at 10 µM; actives 0.59% (n = 330,000); AID 488847, 2010;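 active = inhibition of aptamer binding above 40%, roughly 3 SD of noise, on plates passing a quality check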;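 also: median bead fluorescence of bound FAM aptamer so fluorescent compounds give negative values; no value below 0 was filed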
# Numbers without * were called inactive; ? = inconclusive; nt = not tested or not shown.
Molecule	PP5 inh	GASC-1 inh	PP1 inh	procasp3 activ	Fh CTSL1 inh	VLA-4 inh	procasp7 counter	HCV core dimer	GRK2 inh
CCN(CC(=O)Nc1sc2c(c1C#N)CCCC2)Cc1nc2ccccc2c(=O)[nH]1	1.0	2	1	-3	0	8	1	4	2
CCOC(=O)C1CCN(C(=O)c2ccc(CNS(=O)(=O)c3ccc(OC)cc3)cc2)CC1	-3.6	-19	4	5	1	7	7	0	2
Cc1cc(=O)cc(C)n1-c1ccc(Cl)c(Cl)c1	3.6	9	6	2	6	-8	-1	-27	0
CCc1nnc(NC(=O)CSc2nnc(CSc3nc(C)cc(C)n3)o2)s1	-2.7	-6	1	-9	-1	-6	-20	-1	2
Cc1ccc(C(=O)COC(=O)c2cc(=O)[nH]c3ccccc23)cc1C	1.6	-1	5	0	0	7	1	6	0
COc1ccc2c(CCNC(=O)CN3C(=O)c4ccccc4C3=O)c[nH]c2c1	-1.0	-3	-1	3	0	7	-3	6	1
O=C(Nc1ccccc1)C(Cl)C(=O)c1ccccc1 (stereo not drawn)	1.4	-16	4	-23	3	11	-24	0	0
Cc1ccc(NS(=O)(=O)c2ccc(N3CCN(c4ccc(O)cc4)CC3)c([N+](=O)[O-])c2)c(C)c1	-0.6	7	-1	-20	5	-5	-26	8	2
Cc1ccc2nc3c(cc(C(=O)NC4CCCC4)c(=N)n3CCCn3ccnc3)c(=O)n2c1	1.7	-15	0	-13	-2	1	-8	-4	0
COc1ccccc1C(=O)CN1C(=O)NC2(CCc3ccccc32)C1=O (stereo not drawn)	1.2	10	-1	0	0	-14	5	5	0
CCN(CC)S(=O)(=O)N1CCC(C(=O)NCC2COc3ccccc3O2)CC1 (stereo not drawn)	-2.3	8	0	6	0	6	14	-1	3
Cc1nnc(NC(=O)c2cc(-c3ccco3)nc3ccccc23)s1	-0.7	?	30*	1	5	-9	-16	78*	91*
CCc1nnc(NC(=O)c2nc(S(=O)(=O)Cc3cccc(C)c3)ncc2Cl)s1	-6.5	-3	6	-8	8	0	-20	-8	0
O=C(O)COCC(=O)NCc1csc2ccc(Cl)cc12	-1.0	16	-1	16	0	-5	3	-2	1
Cc1ccc(-c2nc(SCC(=O)c3c(N)n(C)c(=O)n(C)c3=O)n[nH]2)cc1	0.8	9	-2	0	-1	-5	-2	7	0
COc1ccc(Nc2ccc(N3C(=O)CCCC3=O)cc2[N+](=O)[O-])cc1OC	3.4	-6	-3	-8	1	22	-14	-14	4
COC(=O)c1ccc(C2/C(=C(\O)c3ccc4c(c3)OCCO4)C(=O)C(=O)N2c2nnc(C)s2)cc1 (stereo not drawn)	-1.5	10	-1	-10	0	-12	-36	-3	1
CSCC[C@H](NC(=O)[C@@H]1Cc2ccccc2CN1)C(=O)NC[C@H]1CC[C@H](C(=O)O)CC1	0.6	-3	3	0	-1	14	0	-3	0
CCOc1ccc(CCNC(=O)c2cnccn2)cc1OCC	-1.1	-5	-4	-5	0	-14	-2	11	2
Cc1ccc(N2C(=O)CC(Nc3ccccc3)C2=O)cc1 (stereo not drawn)	-1.9	2	-4	-6	-2	-4	-5	-4	3
CN1C(=O)C(c2ccccc2[N+](=O)[O-])C(=O)c2ccccc21 (stereo not drawn)	1.4	1	-2	-4	1	18	3	-6	1
CCCOC1CCCN(C(=O)c2cc(COc3ccc(-n4cncn4)cc3)on2)C1 (stereo not drawn)	-0.8	5	-2	6	-9	4	6	4	5
N/C(=N\OC(=O)c1ccncc1)c1cccc([N+](=O)[O-])c1	4.7	-11	-5	-4	-4	1	7	-16	0
CCC(=O)NCCC(c1ccco1)c1ccccc1OC (stereo not drawn)	-0.3	11	-1	-1	1	8	-6	16	0
COc1cccc(OC)c1C(=O)NCC12CC3CC(C1)CC(CNC(=O)c1c(OC)cccc1OC)(C3)C2	-0.3	6	-7	10	-3	-5	7	3	1
CCc1cc2c(NCc3ccco3)ncnc2s1	1.4	-1	2	-4	3	1	0	-7	1
CC(=O)Nc1ccc(NC2CCCCC2NS(=O)(=O)c2ccccc2)cc1 (stereo not drawn)	-0.7	7	-7	5	-1	16	1	-7	3
O=C(NC1CC(=O)N(c2cccc(F)c2)C1)N1CCN(C(=O)c2ccco2)CC1 (stereo not drawn)	0.2	22	2	-7	2	5	7	-6	0
COc1ccccc1OCCNC(=O)c1ccc(S(=O)(=O)N(C)C)cc1	1.3	-1	-3	-6	-1	3	12	-1	0
CCOc1ccccc1N1CC(C(=O)Nc2cccc(S(=O)(=O)N3CCCCC3)c2)CC1=O (stereo not drawn)	1.2	4	-4	-2	1	16	0	6	0
CCN(CC)S(=O)(=O)c1ccc(Cl)c(NC(=O)CSc2cccc[n+]2[O-])c1	-3.3	4	-2	-5	-5	-3	4	0	0
O=C1c2ccccc2C(=O)N1CC(O)CNc1ccc(Br)cc1 (stereo not drawn)	2.9	-7	2	-5	-4	5	-4	3	0
C[N+]1=C2CCCCCN2C(O)(c2ccccc2)C1 (stereo not drawn)	0.8	1	-2	-12	-9	10	-8	4	0
COC(=O)c1ccc(CN2CCN(Cc3ccc(C(=O)OC)o3)CC2)o1	-0.5	2	0	-7	1	12	4	-1	5
Cc1ccsc1/C=N/n1cnc2sc(C)c(C)c2c1=O	2.3	-1	-1	4	1	-6	8	0	2
O=S(=O)(c1cccc(-c2nc3ccccc3s2)c1)N1CCCC1	1.3	-1	0	-1	3	-2	11	9	0
C=CCN(CC=C)C(=S)NC(=O)c1ccc(OC)c(Br)c1	1.4	2	-3	-4	-2	21	-9	-4	2
O=C(CC(=O)Nc1ccccn1)Nc1ccccn1	1.1	7	-2	3	1	12	-5	1	4
CCOC(=O)N1CCN(C(=O)CCl)CC1	0.1	3	-4	-7	8	10	-9	1	1
COc1ccc(NC(=O)C2CCN(c3nc(C)nc4c3CCC4)CC2)cc1	-0.6	-3	-2	-1	1	-12	-4	-11	1

# Single records (already shown).
# Profile of CCOc1ccccc1N1CC(C(=O)Nc2cccc(S(=O)(=O)N3CCCCC3)c2)CC1=O (stereo not drawn) = PP5 inh: 1.2; GASC-1 inh: 4; PP1 inh: -4; procasp3 activ: -2; Fh CTSL1 inh: 1; VLA-4 inh: 16; procasp7 counter: 0; HCV core dimer: 6; GRK2 inh: 0
# Profile of CCOC(=O)C1CCN(C(=O)c2ccc(CNS(=O)(=O)c3ccc(OC)cc3)cc2)CC1 = PP5 inh: -3.6; GASC-1 inh: -19; PP1 inh: 4; procasp3 activ: 5; Fh CTSL1 inh: 1; VLA-4 inh: 7; procasp7 counter: 7; HCV core dimer: 0; GRK2 inh: 2

# Following part.
Molecule	PP5 inh	GASC-1 inh	PP1 inh	procasp3 activ	Fh CTSL1 inh	VLA-4 inh	procasp7 counter	HCV core dimer	GRK2 inh
CCOc1ccc2nc(N3CCC(C(=O)NCCCN4CCOCC4)CC3)sc2c1	0.1	4	1	4	-2	7	-2	-4	0
CC(=O)c1ccc(N2CCN(C(=O)Nc3ccc(C)cc3)CC2)cc1	0.7	-3	-6	10	0	1	9	-3	0
CC1Sc2ccc(S(=O)(=O)CCC(=O)NCc3ccccc3)cc2NC1=O (stereo not drawn)	0.1	-5	-3	3	2	15	-9	2	35
CC1CCN(C(=O)Cn2c3ccccc3c3nc4n(c(=O)c32)CCCS4)CC1	1.1	-2	-2	-3	3	-11	7	5	0
CCN(CC)c1ccc(C=Nc2ccc(C#N)cc2)c(O)c1	2.3	-4	6	3	7	-14	-6	4	3
CCOC(=O)CN1C(=O)COc2ccc(Cl)cc21	2.4	7	-2	9	0	19	11	-2	1
COC(=O)c1ccc(C(c2c(N)n(Cc3ccccc3)c(=O)n(C)c2=O)N2CCOCC2)cc1 (stereo not drawn)	-2.0	-4	0	13	-4	-16	-1	-3	0
COc1cc(/C=C2\S/C(=N/S(=O)(=O)c3ccc(C)cc3)NC2=O)c([N+](=O)[O-])cc1OC	-0.5	-13	14	3	7	0	-2	-2	2
Cc1ccc(C2N(c3cccc(Cl)c3)C(=O)C3CCCN32)o1 (stereo not drawn)	1.4	0	-1	11	-5	23	4	1	3
CCCCOC(=O)c1sc2nc(N3CCOCC3)c3c(c2c1N)CC(C)(C)OC3	2.5	10	0	1	-1	0	5	-2	0
CC1CC(C)CN(S(=O)(=O)c2ccc(C(=O)Nc3nnc(C4CC4)o3)cc2)C1 (stereo not drawn)	2.5	7	19*	0	7	1	5	-9	0
CC(c1ccccn1)N(Cc1ccco1)C(=S)Nc1cccc(F)c1 (stereo not drawn)	-0.5	0	-2	1	1	-1	-1	1	0
Cc1cccc(NC(=O)C(C)SCc2ccccc2)c1 (stereo not drawn)	-1.0	-5	-1	-5	7	6	6	11	0
O=C1NCCN1C(=O)c1ccccc1F	1.3	-22	-4	4	3	10	-1	-3	1
O=P(OC1CCCCC1)(OC1CCCCC1)C(Nc1ccccc1)c1cccnc1 (stereo not drawn)	5.6	-16	-5	7	2	1	-3	8	1
O=S(=O)(c1ccc(N2CCOCC2)nc1)N1CCOCC1	2.9	-2	-3	-1	1	0	-16	1	2
COc1ccc(S(=O)(=O)NCCc2csc(-c3cccnc3)n2)cc1	1.0	2	-2	6	-5	-6	-1	-8	0
COC(=O)c1cccc(Nc2nc3ccccc3nc2C)c1	2.1	2	-1	2	1	3	-4	-1	0
O=C(Cc1coc2ccc3ccccc3c12)NC1CCCc2ccccc21 (stereo not drawn)	1.7	-2	0	1	-2	2	-8	6	1
O=C(c1ccccc1-c1nc(-c2ccccc2)no1)N1CCOCC1	2.9	1	-4	6	0	3	10	-3	0
CC(=O)NS(=O)(=O)c1ccc(NC(=O)c2cccc(OCc3c(C)noc3C)c2)cc1	2.7	-8	-1	3	nt	16	-6	nt	8
Cc1ccc(COn2nnc3ccc(S(=O)(=O)N4CCOCC4)cc32)cc1	1.1	-2	-1	2	nt	5	2	nt	0
O=C(Nc1ccc(-n2cnnn2)cc1)C1CCC1	-1.4	9	-4	-5	-4	4	5	-2	2
CC(=O)Nc1ccc(S(=O)(=O)NC2(C(F)(F)F)NC(=O)N(c3ccc(Cl)cc3)C2=O)cc1 (stereo not drawn)	4.4	-5	-6	9	-1	3	5	-2	0

# Assay outcomes from PubChem BioAssay.
